Assay outcomes: PubChem BioAssay, National Center for Advancing Translational Sciences (NCATS)
PI5P4K alpha inh = inhibitors of human PI5P4K alpha. AID 652105. max response, %. hit rate 1.2% among 330,000. PI5P4Kalpha enzyme, ADP-Glo luminescence, 60 min; hits give low values; active means max response of -50% or lower; inconclusive means between -30% and -50%; inactive means -30% or higher; further: value at the top dose of about 77 µM; on the % scale 0 is the no-effect control and ±100 the full control effect
Target sequence (P48426 whole entry, looked up): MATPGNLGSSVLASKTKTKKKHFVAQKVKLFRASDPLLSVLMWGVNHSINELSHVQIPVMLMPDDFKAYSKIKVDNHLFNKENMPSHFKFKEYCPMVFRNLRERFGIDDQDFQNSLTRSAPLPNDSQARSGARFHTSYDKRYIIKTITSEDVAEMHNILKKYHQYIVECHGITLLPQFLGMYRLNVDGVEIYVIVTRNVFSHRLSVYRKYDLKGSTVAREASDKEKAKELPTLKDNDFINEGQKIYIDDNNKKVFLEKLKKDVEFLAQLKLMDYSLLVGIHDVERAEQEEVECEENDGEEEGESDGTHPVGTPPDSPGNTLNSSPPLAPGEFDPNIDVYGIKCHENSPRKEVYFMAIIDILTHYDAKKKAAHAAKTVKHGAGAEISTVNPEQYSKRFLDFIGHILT
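PI5P4Kalpha ADP-Glo assay; 5 microM ATP final; 60 min RT reaction; HEPES pH 7.4/EGTA/CHAPS, 5% DMSO; controls lacking substrate or enzyme; luminescent end-point.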
WRN inhibitor = WRN helicase (human) inhibition; Q14191; hit rate 0.46% among 360,000; WRN helicase unwinding, fluorescent forked duplex, kinetic; Potency, µM (series often up to 114 µM), without a hit: at the top dose activity change, negative = inhibition, hits mostly inhibitors; further: potency means the concentration at half of the fitted maximal effect; on the % scale 0 is the no-effect control and ±100 the full control effect; nearly all actives have a fitted effect of over 55% in size
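Kinetic red-fluorescence monitoring (525/598 nm) tracks WRN helicase activity after 100 nM fluorophore-quencher forked duplex and 2 mM ATP are added to 20 nM enzyme pretreated 15 min at room temperature with compound.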
aSyn yeast inh = rescues yeast growth from alpha-synuclein toxicity; hit rate 0.14% among 370,000; Potency, µM (top dose mostly 46.1 µM), for the others: at the top dose growth rescue (activation), usual class: activators; AID 652106; Yeast expressing alpha-synuclein, growth rescue, BacTiter-Glo, 24 h; further: potency means the concentration at half of the fitted maximal effect; % of control where 0% means no effect; nearly all actives have a fitted effect of over 65% in size
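Screening used galactose-induced yeast with toxic alpha-synuclein levels, exposed to compound for 24 hr at 30 deg C. Cell growth, read with BacTiter-Glo luminescence, gave the measured signal.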
FUS suppressor = rescues growth of FUS-expressing yeast; Potency, µM (series often up to 76.6 µM), for inactives: at the highest dose growth rescue (activation), actives largely listed as activators; S. cerevisiae FUS-expressing, growth rescue, OD600, 24 h; AID 1347120; hit rate 0.24% among 390,000;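 further: potency means the concentration at half of the fitted maximal effect; plate controls were DMSO vehicle for no effect and reference control for full effect; nearly all actives have a fitted effect of over 55% in size; some results filed as inactive show a strong effect at the top dose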
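Galactose (2%) drives FUS expression in yeast precultured in raffinose; seeding density OD 0.005. Test compounds incubated 24hr at 30C and 99% humidity before absorbance at 600 nm was measured.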
IL-2 act = IL-2 activation; IL-2 activation reporter assay, cell-based qHTS; stimulated with anti-CD3/CD4/CD28 beads; in transgenic mouse T cells; hit rate 0.065% among 360,000; activation, % (series mostly up to about 46 µM); AID 652025; in the data active means activation above about 50%; inconclusive means mostly about 30% to 49%; further: 0% is about no effect
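Unstimulated transgenic mouse T cells, 750 per well, received compound and, after 60 minutes, anti-CD3/anti-CD4 bead plus anti-CD28 stimulation. EGFP and DsRed were quantified after 18 hours.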
PLK1 PBD block = inhibitors of human PLK1 polo-box domain binding | P53350 | Plk1 PBD binding of FITC phosphopeptide, fluorescence polarization | Potency, µM, for the others: max response, negative = inhibition, usual class: inhibitors | hit rate 2.8% among 360,000; further: potency means the concentration at half of the fitted maximal effect; series mostly up to about 57 µM; on the % scale 0 is the no-effect control and ±100 the full control effect; nearly all actives have a fitted effect of over 65% in size
Target sequence (P53350 whole entry, looked up, the tested form may be a part): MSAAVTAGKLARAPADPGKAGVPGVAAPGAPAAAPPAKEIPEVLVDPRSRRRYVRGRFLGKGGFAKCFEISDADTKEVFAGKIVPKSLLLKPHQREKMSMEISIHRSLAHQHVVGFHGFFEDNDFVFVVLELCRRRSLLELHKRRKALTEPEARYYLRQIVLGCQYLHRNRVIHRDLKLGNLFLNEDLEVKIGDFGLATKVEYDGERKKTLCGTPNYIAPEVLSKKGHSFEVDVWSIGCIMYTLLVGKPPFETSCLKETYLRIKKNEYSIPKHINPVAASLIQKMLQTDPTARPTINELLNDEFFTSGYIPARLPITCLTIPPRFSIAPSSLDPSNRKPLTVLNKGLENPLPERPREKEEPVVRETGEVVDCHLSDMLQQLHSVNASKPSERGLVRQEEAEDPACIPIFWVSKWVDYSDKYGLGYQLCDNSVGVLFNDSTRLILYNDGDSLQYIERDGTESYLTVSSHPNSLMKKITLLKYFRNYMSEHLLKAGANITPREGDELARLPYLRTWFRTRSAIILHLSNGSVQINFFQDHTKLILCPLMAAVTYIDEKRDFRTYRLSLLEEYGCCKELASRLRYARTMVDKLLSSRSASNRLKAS
EPAC1 ag = activates human EPAC1 exchange factor. hit rate 0.073% among 360,000. EPAC1 agonist qHTS, biochemical assay; response scale: 100% = response to 6.5 mM cAMP. Potency, µM (series often up to 154 µM), inactives show at the top dose activation, most hits filed as activators; further: potency means the concentration at half of the fitted maximal effect; nearly all actives have a fitted effect of over 60% in size
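EPAC1 100 nM, Rap1B–BODIPY-GDP 250 nM, unlabeled GDP 50 uM; compound titration; 5 min RT; kinetic read ex480/em540 at 5-min intervals ×30 min; data normalized to 6.5 mM cAMP agonist control.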
EPAC1 antagonist = blocks human EPAC1 exchange factor; O95398; hit rate 0.14% among 360,000; Potency, µM (titrated, usually from 115 µM), inactives show top-dose activity change, negative = inhibition, actives largely listed as inhibitors; EPAC1 GEF assay, Rap1b-BODIPY-GDP exchange fluorescence;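 further: potency means the concentration at half of the fitted maximal effect; plate controls were vehicle for no effect and positive control for full effect; nearly all actives have a fitted effect of over 50% in size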
Abeta yeast res = compounds reversing amyloid beta toxicity in yeast; AID 1347071; yeast expressing A-beta42, growth rescue, OD600, 48 h; response scale: 0% DMSO, 100% iron-clioquinol control; Potency, µM (series often up to 46.1 µM), for the others: at the top dose growth rescue, hits mostly activators; hit rate 0.063% among 410,000; further: potency means the concentration at half of the fitted maximal effect; nearly all actives have a fitted effect of over 55% in size
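Growth rescue measured by 600 nm absorbance after 48 h yeast culture at 30 C with compound. Values normalized between DMSO and an equimolar ferric chloride plus clioquinol control.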
An asterisk follows results filed as active; ? = inconclusive; / = no result given; [ ] = dose if it differs, or a comment. Unless noted, the call rests on the fitted dose curve; in most records, active means well fitted curve in the direction sought with a large enough effect; inconclusive means small, poorly fitted or top-dose-only effect, or another doubt; inactive means no such curve, though single readings can be large; an effect the other way counts as inactive or inconclusive.

The first nine compounds as a preview:
SMILES	PI5P4K alpha inh	WRN inhibitor	aSyn yeast inh	FUS suppressor	IL-2 act	PLK1 PBD block	EPAC1 ag	EPAC1 antagonist	Abeta yeast res
CCOC(=O)c1sc(NC(=O)c2ccc(S(=O)(=O)N(C)C)cc2)nc1C	-11	-33%[57.1 µM]	-4%	-29%	-1.5	-18%	-8%	-6%	-4%
CCC(=O)NC1(Cc2ccc(O)cc2)CCCCC1	2	6%	1%	2%	0.6	-1%	6%	12%	7%
Cc1cc(C(=O)Nc2ccccc2N2CCOCC2)c2ccccc2n1	5	7%	-1%	-1%	-0.1	-1%	1%	-5%	-2%
O=C(NC1CC1)C1CC(=O)N(c2ccc(F)cc2)C1 (stereo not drawn)	5	0%[57.1 µM]	0%	-34%	-0.3	-5%	16%	0%	-10%
CCOC(=O)C1(CCCc2ccccc2)CCN(C(=O)CCOC)CC1	3	2%	11%	7%	-1.4	-9%	4%	-11%	3%
CCCCCc1ccc2cc(C#N)ccc2n1	-3	1%	14%	-28%	0.4	-2%	-5%	8%	-2%
CC(=O)N/N=C(\C)CC(=O)Nc1cccc2c1CCCC2	2	4%[57.1 µM]	4%	19%	-0.5	-8%	-4%	-21%	-4%
CCOc1cc(NC(=O)c2ccccn2)c(OCC)cc1NC(=O)c1ccc(Cl)cc1	1	-9%	-1%	-6%	-0.8	1%	-5%	-4%	-6%
Cc1cc(C)c2cc(C(O)c3nnnn3Cc3ccccc3)c(=O)[nH]c2c1 (stereo not drawn)	/	3%	3%	7%	-1.5	-2%	1%	6%	8%

Main list, repeating the preview:
SMILES	PI5P4K alpha inh	WRN inhibitor	aSyn yeast inh	FUS suppressor	IL-2 act	PLK1 PBD block	EPAC1 ag	EPAC1 antagonist	Abeta yeast res
CCOC(=O)c1sc(NC(=O)c2ccc(S(=O)(=O)N(C)C)cc2)nc1C	-11	-33%[57.1 µM]	-4%	-29%	-1.5	-18%	-8%	-6%	-4%
CCC(=O)NC1(Cc2ccc(O)cc2)CCCCC1	2	6%	1%	2%	0.6	-1%	6%	12%	7%
Cc1cc(C(=O)Nc2ccccc2N2CCOCC2)c2ccccc2n1	5	7%	-1%	-1%	-0.1	-1%	1%	-5%	-2%
O=C(NC1CC1)C1CC(=O)N(c2ccc(F)cc2)C1 (stereo not drawn)	5	0%[57.1 µM]	0%	-34%	-0.3	-5%	16%	0%	-10%
CCOC(=O)C1(CCCc2ccccc2)CCN(C(=O)CCOC)CC1	3	2%	11%	7%	-1.4	-9%	4%	-11%	3%
CCCCCc1ccc2cc(C#N)ccc2n1	-3	1%	14%	-28%	0.4	-2%	-5%	8%	-2%
CC(=O)N/N=C(\C)CC(=O)Nc1cccc2c1CCCC2	2	4%[57.1 µM]	4%	19%	-0.5	-8%	-4%	-21%	-4%
CCOc1cc(NC(=O)c2ccccn2)c(OCC)cc1NC(=O)c1ccc(Cl)cc1	1	-9%	-1%	-6%	-0.8	1%	-5%	-4%	-6%
Cc1cc(C)c2cc(C(O)c3nnnn3Cc3ccccc3)c(=O)[nH]c2c1 (stereo not drawn)	/	3%	3%	7%	-1.5	-2%	1%	6%	8%
O=C(Cc1ccccc1)N/N=C/c1ccc(S(=O)(=O)O)o1	-9	2%	-10%	-20%	-0.1	-10%	3%	?	-5%
O=C1c2cccc3cccc(c23)C(=O)N1CC1CCCO1 (stereo not drawn)	1	-28%	9%	0%	0.5	-7%	5%	-25%	-11%
CCN(CC(=O)Nc1ccccc1OC)C(=O)C1CC2C=CC1C2 (stereo not drawn)	/	8%	0%	20%	-0.5	-5%	4%	-6%	-13%
COc1ccc(Br)c(C(=O)NCC2CCCCC2)c1	3	-19%	10%	6%	-1.0	1%	0%	-12%	-15%
COCCCNC(=O)C1CCN(c2nc(C)cc(C)n2)CC1	/	2%	2%	2%	-2.7	1%	-1%	15%	0%
COc1ccc(NC(=O)c2cccn(CC=C(C)C)c2=O)cc1	3	-9%	1%	20%	-0.7	-2%	-7%	-29%	2%
CCN(CC)C(=O)CSc1nc2c(sc(=S)n2-c2ccc(C)cc2C)c(=O)[nH]1	-7	-6%	6%	24%	0.8	-28%	-10%	-22%	16%
COCc1ccc(CN2CCCC(CO)(Cc3ccccc3)C2)o1 (stereo not drawn)	8	1%	-1%	11%	-0.5	1%	3%	3%	3%
COc1ccc(NC(=O)C2Cc3ccccc3CN2C(=O)c2ccccc2)cn1 (stereo not drawn)	-15	0%[57.1 µM]	3%	?	1.4	?	-8%	-2%	0%
CC1SCC(=NOCc2c(Cl)cccc2Cl)CS1 (stereo not drawn)	2	6%	13%	4%	0.5	2%	1%	19%	-1%
CCn1c(=O)n(CC)c2cc(N3CCCC3)c(NC(=O)c3ccc(F)cc3)cc21	2	5%	7%	0%	-3.1	-2%	-4%	0%	0%
O=C(COc1cc2oc(=O)c3c(c2cc1Cl)CCCC3)NCC1CCC(C(=O)O)CC1 (stereo not drawn)	7	-19%	18%	-8%	0.4	-4%	-10%	12%	11%
COc1cc(OC)c(OC)cc1/C=C1\CC(C)C/C(=C\c2cc(OC)c(OC)cc2OC)C1=O (stereo not drawn)	11	-20%	-13%	25µM*	5.4	31%[activator]	-3%	-2%	7%
CCCc1nn2c(=O)cc(COc3cccc(NC(=O)c4ccco4)c3)nc2s1	-3	-7%	2%	29%	-0.1	-24%	-12%	-12%	12%
S=C(Nc1cccnc1)NC1CCCCCCC1	-3	-2%	5%	29%	-1.7	-24%	-3%	4%	-14%
CCCC(=O)N1CCC1(C)C(=O)NS(=O)(=O)c1cc(C)ccc1F (stereo not drawn)	3	2%[57.1 µM]	-9%	-20%	-0.3	-2%	-11%	-26%	-14%
CC(Nc1nc2ncn(Cc3ccccc3)c2c(=O)[nH]1)C(=O)O (stereo not drawn)	-55*	-26%	-4%	/	-1.6	-6%	10%	9%	-1%
CN1CCC(CN)(N2CCN(c3ccccc3)CC2)CC1	3	-4%	4%	-15%	0.3	-12%	13%	11%	-15%
Cc1ccc(NC(=O)c2cccc(NC(=O)CC3SC(N4CCCCC4)=NC3=O)c2)nc1 (stereo not drawn)	5	-5%	-1%	23%	-0.8	0%	?	-1%	12%
COc1ccccc1C1N=C(c2ccccc2C)NO1 (stereo not drawn)	4	-5%	4%	7%	1.4	-3%	11%	6%	0%
NC(=O)COc1c(-c2ccc(Br)o2)oc2ccccc2c1=O	-12	3%	17%	13%	1.1	-5%	-5%	-16%	-17%
Cc1cc(C)nc(Nc2ccc(O)cc2)n1	4	1%	17%	17%	-2.1	4%	-8%	-11%	4%
COc1ccc(CC(=O)OCC(=O)NCc2ccc(F)cc2)cc1	-3	1%	9%	5%	-0.4	-3%	4%	-11%	-16%
O=C(CC(SCCO)c1ccc2c(c1)OCO2)c1ccco1 (stereo not drawn)	-8	-4%	5%	14%	-0.6	-8%	14%	3%	-3%
Cc1ccc(S(=O)(=O)Nc2cccc(C(=O)NCC(c3ccco3)N3CCCCC3)c2)cc1F (stereo not drawn)	1	-20%	13%	19%	-0.5	-4%	?	-16%	6%
c1ccc(CC2CCN(C3=Nc4cccc5cccc3c45)CC2)cc1	0	-21%	-7%	21%	-0.8	-4%	29%	-10%	8%
COc1cccc(NCc2nnc(SCC(=O)NC3CCS(=O)(=O)C3)n2C2CCCCC2)c1 (stereo not drawn)	-1	5%	-1%	26%	-3.2	-13%	11%	4%	-1%
CC(=O)Oc1ccc(C23c4ccccc4C2(OC(C)=O)c2cc(OC(C)=O)ccc23)cc1 (stereo not drawn)	-1	-15%	-6%	?	-0.5	11%	1%	-28%	-9%
CN(C)c1ccc(NC(=O)Nc2nnc([C@H]3C[C@H](O)[C@@H](CO)O3)s2)cc1	-14	-4%	-1%	0%	1.1	-5%	3%	0%	-3%
CCOc1ccccc1N1CCN(C(=O)c2cc[n+]([O-])cc2)CC1	7	3%	-2%	19%	0.5	-10%	13%	?	14%
COC(=O)c1cc(NC(=O)Cc2coc3cc(OC)ccc23)cc(C(=O)OC)c1	5	-11%	8%	25%	-1.2	-2%	8%	2%	0%
CN=c1sc2ccccc2n1CC(O)COc1ccccc1 (stereo not drawn)	19	-1%	3%	/	-0.4	-8%	-1%	2%	12%
CCC(C)c1c(O)nc(SCC(=O)Nc2ccccc2)[nH]c1=O (stereo not drawn)	2	-5%	-5%	2%	0.0	-1%	4%	7%	2%
O=C(OCc1ccc(COC(=O)c2ccc(O)cc2)cc1)c1ccc(O)cc1	9	-17%	1%	19%	-2.7	2%	21%	-16%	0%
CCOC(=O)C1C(c2ccc(O)c(O)c2)NC(=S)NC1(O)C(F)(F)F (stereo not drawn)	-4	-10%	-10%	-10%	0.2	1%	6%	7%	-8%
COc1cc(C2C(C#N)=C(N)OC3=C2C(=O)CC(C)(C)C3)cc([N+](=O)[O-])c1O (stereo not drawn)	-14	-1%	1%	-6%	0.0	?	0%	-24%	7%
Cc1ccc(S(=O)(=O)Nc2nnc(CC(C)(C)C)s2)cc1	1	-1%	0%	-12%	1.6	27µM*	-17%	-6%	-1%
O=C(Nc1cccc(-c2ccc3nncn3n2)c1)c1ccco1	-3	-7%	0%	9%	-0.2	-3%	3%	10%	7%
O=C(CN1C(=O)S/C(=C/c2ccccn2)C1=O)N1CCOCC1	-4	0%	2%	-9%	0.5	-5%	-1%	-8%	5%
CCC(=O)OCC(=O)c1c(N)n(Cc2ccccc2)c(=O)n(C)c1=O	-9	-9%	2%	-2%	-1.2	-4%	8%	-14%	-4%
O=C(Nc1ccc(-c2noc(-c3cccs3)n2)cc1)c1cccnc1	-21	-5%	-8%	-10%	-0.3	-2%	0%	-1%	3%
CN1CCN(c2ccc(NC(=O)c3cccc(S(=O)(=O)N4CCCC4)c3)cc2)CC1	3	4%	-6%[1.84 µM]	22%	0.9	-16%	2%	28%	-4%
